Bioassay records (PubChem BioAssay)
p53null 32C kill = selectivity test: cytotoxicity in p53 null cells, permissive temperature; H1299-neo p53 null cells, ATP luminescence, 24 h, 32C; Potency, µM (highest dose often 46.1 µM), inactives show at the highest dose activity change, negative = cytotoxicity, usual class: cytotoxic; 55,000 compounds, 0.62% hits; AID 903;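 also: potency is read from the fitted curve at half-maximal effect; 0% = DMSO only and -100% = full killing by 100 µM tamoxifen; nearly all actives have a fitted effect of over 55% in size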
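Cytotoxicity: H1299-neo (no p53), 32C, 24 h treatment. Concentrations up to 46 uM. Readout cellular ATP, luminescence. Normalization to DMSO basal and tamoxifen 100 uM maximal kill.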
B2AR arrestin ag = beta-arrestin recruitment by human beta2-adrenergic receptor ligands | 44,000 tested, under 10 active | HTLA Tango cells, beta-arrestin recruitment, luciferase luminescence, 18 h | P07550 | Potency, µM (highest dose often 46.1 µM), for the others: at the top dose activation, hits mostly activators | AID 1347077;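 also: potency is read from the fitted curve at half-maximal effect; 0% = DMSO and full agonism = EC100 isoproterenol or metaproterenol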
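Tango cells expressing recombinant beta2-AR and beta-arrestin were treated with compounds (up to 46 microM titration) in DMEM with 1% FBS for 18 hr at 37 degrees C. Beta-arrestin recruitment drove tTA-dependent luciferase, read by luminescence; curves were fitted and classed.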
TSG101-PTAP inh = inhibitors of HIV-1 PTAP binding to human TSG101, validation; Q99816; 44,000 tested, under 10 active; Potency, µM (top dose mostly 115 µM), without a hit: top-dose activity change, negative = inhibition, hits mostly inhibitors; Fluorescence polarization, FITC-PTAP peptide/Tsg101, 20 min; also: potency is read from the fitted curve at half-maximal effect; 0% is about no effect
Target sequence (Q99816 whole entry, looked up): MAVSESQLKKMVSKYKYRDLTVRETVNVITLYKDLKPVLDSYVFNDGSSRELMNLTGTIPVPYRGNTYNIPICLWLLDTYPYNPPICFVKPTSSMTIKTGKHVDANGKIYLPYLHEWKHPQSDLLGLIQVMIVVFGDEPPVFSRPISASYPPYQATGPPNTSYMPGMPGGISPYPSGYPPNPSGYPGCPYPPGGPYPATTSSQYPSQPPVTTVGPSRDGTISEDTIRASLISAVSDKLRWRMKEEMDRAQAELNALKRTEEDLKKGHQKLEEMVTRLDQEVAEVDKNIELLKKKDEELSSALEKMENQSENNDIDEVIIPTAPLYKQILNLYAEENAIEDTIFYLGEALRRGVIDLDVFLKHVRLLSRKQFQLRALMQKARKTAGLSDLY
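The Tsg101 binding domain, at 10 uM final, is mixed with compound and a FITC peptide bearing the PTAP motif (50 nM final). After 20 min at r.t., polarization is measured; actives defined by CRC class, efficacy cut-off 60% inhibition.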
p53null 39C tox = selectivity test: cytotoxicity in p53 null cells, nonpermissive temperature | H1299 p53-null (neo) cells, 39C, ATPlite viability, 24 h | Potency, µM (highest dose often 46.1 µM), for the others: top-dose activity, negative = cell killing, hits mostly cytotoxic | 55,000 compounds, 0.97% hits | AID 904;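 also: potency is read from the fitted curve at half-maximal effect; 0% = DMSO only and -100% = full killing by 100 µM tamoxifen; nearly all actives have a fitted effect of over 50% in size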
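H1299 lung cancer cells, p53-null (H1299-neo) or expressing p53 A138V (H1299-p53A138V), were plated overnight at 37C, then exposed to compounds at up to 46 uM for 24 hr at 39C. Viability was read by ATP-based luminescence.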
GALK inh = inhibits human galactokinase | P51570 | 44,000 tested, under 10 active | Potency, µM (top dose mostly 57.5 µM), for inactives: top-dose activity, negative = inhibition, most hits filed as inhibitors | recombinant GALK, Kinase-Glo ATP luminescence, 1 h | AID 1347072;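 also: plate controls were full GALK reaction for no effect and reaction lacking GALK for full effect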
Target sequence (P51570 whole entry, looked up): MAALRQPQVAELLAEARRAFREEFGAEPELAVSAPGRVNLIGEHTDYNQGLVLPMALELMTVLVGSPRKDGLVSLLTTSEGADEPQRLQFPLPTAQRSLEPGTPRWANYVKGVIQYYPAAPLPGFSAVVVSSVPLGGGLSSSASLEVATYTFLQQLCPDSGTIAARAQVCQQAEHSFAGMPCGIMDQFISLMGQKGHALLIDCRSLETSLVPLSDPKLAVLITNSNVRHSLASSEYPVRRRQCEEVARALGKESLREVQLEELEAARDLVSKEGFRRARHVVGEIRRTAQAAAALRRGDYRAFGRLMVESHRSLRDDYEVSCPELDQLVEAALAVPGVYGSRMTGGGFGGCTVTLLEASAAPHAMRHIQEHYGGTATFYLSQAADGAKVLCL
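Luminescent ATP-depletion readout (Kinase-Glo Plus, 10 min) after 1 h RT reaction of 5 nM GALK, 35 uM ATP, 100 uM galactose, pH 8.0 HEPES buffer. Decreased kinase activity scored as inhibition.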
FH mod = Identification of activators of human fumarate hydratase by quantitative high-throughput screening; Potency, µM (highest dose often 79.9 µM), for inactives: top-dose activity change, negative = inhibition, usual class: inhibitors; Fumarate hydratase, mitochondrial (Homo sapiens), P07954; FH coupled MDH/diaphorase resazurin fluorescence, 15 min; 54,000 compounds, 0.22% hits; also: potency is read from the fitted curve at half-maximal effect; % is scaled to controls: 0 for no effect and ±100 for the full control effect; the screen sought activators but most active calls are inhibition curves; nearly all actives have a fitted effect of over 45% in size
NTMT1 inh = inhibitors of human N-terminal methyltransferase NTMT1; Potency, µM (titrated, usually from 114 µM), without a hit: at the highest dose activity change, negative = inhibition, actives largely listed as inhibitors; NTMT1 MTase-Glo SAH luminescence, purified enzyme; 59,000 compounds, 2.5% hits;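 also: potency is read from the fitted curve at half-maximal effect; plate controls were DMSO vehicle for no effect and no enzyme for full effect; nearly all actives have a fitted effect of over 65% in size; many of its hits are not listed in these tables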
Target sequence (Q9BV86 whole entry, looked up): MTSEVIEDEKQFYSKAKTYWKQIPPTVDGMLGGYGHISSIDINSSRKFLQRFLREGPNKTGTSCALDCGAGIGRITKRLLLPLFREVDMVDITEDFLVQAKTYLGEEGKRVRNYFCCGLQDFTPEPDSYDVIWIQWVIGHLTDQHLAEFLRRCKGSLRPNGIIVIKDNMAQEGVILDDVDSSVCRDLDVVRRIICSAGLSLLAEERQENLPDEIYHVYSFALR
* marks the source's active call; other numbers are inactive results; ? = inconclusive; / = not tested or not shown; [ ] = remark or other dose. Calls follow the shape of the dose curve; as a rule, active = well fitted curve in the direction sought with a large enough effect; inconclusive = small, poorly fitted or top-dose-only effect, or another doubt; inactive = no such curve, though single readings can be large; an effect the other way counts as inactive or inconclusive.

SMILES	p53null 32C kill	B2AR arrestin ag	TSG101-PTAP inh	p53null 39C tox	GALK inh	FH mod	NTMT1 inh
Cc1ccc(-c2nc(CCNC(=O)C(=O)Nc3ccc(C)c(Cl)c3)cs2)cc1	-1.7%	8.1%	1.1%	22.6%	-4.9%	5.3%	-3.2%
CCCCNS(=O)(=O)c1ccc2nc(-c3cccnc3)cc(C(=O)NCCCOCC)c2c1	8.3%	3.3%	-0.5%	3.5%	-5.4%	-5.5%	-3.1%
CN1C(=O)c2ccccc2Sc2ccc(NC(=O)COc3ccccc3)cc21	3.5%	-1.6%	2.2%	9.3%	-1.9%	-30.2%	-1.8%
Cc1ccc2cccc(NC(=O)c3cccc4ccccc34)c2n1	-2.1%	0.5%	10.5%	-18.1%	7.1%	3.5%	2.3%
Cc1ccc(-n2nc(C(=O)N3CCN(c4ccccc4F)CC3)c3c4ccccc4n(C)c3c2=O)cc1	13.3%	0.9%	-0.5%	22.0%	9.6%	-8.6%	-2.6%
CCCNS(=O)(=O)c1cc(-c2nn3c(C)nnc3c3ccccc23)ccc1C	4.2%	-2.0%	-17.6%	-22.5%	6.6%	-0.7%	?
Cc1cccc(OCC(=O)Nc2cccc(OCc3cc(=O)n4cccc(C)c4n3)c2)c1	-2.4%	0.8%	0.1%	3.0%	0.3%	-18.7%	5.8%
Cc1ccc(S(=O)(=O)C(CNC(=O)C(=O)NCc2ccc(Cl)cc2)c2ccco2)cc1 (stereo unspecified)	-7.8%	-3.1%	2.0%	6.2%	0.7%	2.4%	4.5%
Cc1ccc(NC(=O)C(CC(C)C)NS(=O)(=O)c2ccc3c(c2)oc(=O)n3C)c(C)c1 (stereo unspecified)	-0.7%	0.0%	-3.2%	3.9%	7.9%	-1.6%	3.5%
COc1ccc(OCC(=O)N2CCN(C(=O)c3cccc(OC)c3)CC2)cc1	-10.2%	0.3%	-3.4%	-12.6%	3.3%	-12.1%	4.2%
Cc1nc2ncnn2c(C)c1CCC(=O)N1CCN(c2ccc(F)cc2)CC1	-2.6%	0.2%	-3.3%	-1.7%	5.1%	-6.7%	-3.3%
COc1ccc(-c2nnc3c4ccccc4c(-c4ccccc4)nn23)cc1	-0.5%	-2.1%	-6.1%	7.9%	4.3%	-1.0%	5.1%
O=C(Nc1ccc(C(=O)N2CCN(c3ccccc3)CC2)cc1)c1nsc2ccccc12	-21.6%	-0.1%	0.2%	?	1.9%	-8.4%	?
Cc1cccc(C(=O)NCCc2nc3ccccc3n2CCC(C)C)c1	3.4%	-2.2%	-7.2%	2.7%	1.7%	-19.1%	2.4%
CCOC(=O)c1c(NC(=O)COc2ccc(CC)cc2)sc2c1CCCC2	-8.5%	-0.7%	-1.2%	12.0%	1.7%	-3.2%	2.2%
COc1ccc(N2CCN(S(=O)(=O)CCNC(=O)c3ccc(C(F)(F)F)cc3)CC2)cc1	-4.3%	-0.8%	0.7%	-12.8%	-0.3%	-3.3%	-8.9%
COc1cccc(CNC(=O)C2CCCCN2S(=O)(=O)c2ccc(F)cc2)c1 (stereo unspecified)	0.0%	1.4%	1.6%	-14.6%	1.9%	/	/
Cc1nn(C)c2c1c(C(F)(F)F)cc(=O)n2C(C)C(=O)NCc1ccc(Cl)cc1 (stereo unspecified)	-0.5%	1.4%	0.0%	11.6%	1.1%	-7.5%	12.8%
COc1ccc(-n2c(=O)c3ccc(C(=O)NCc4ccc(C)cc4)cc3n(CC(=O)Nc3ccc(C)cc3)c2=O)cc1	?	0.6%	-3.1%	?	-1.3%	11.6%	9.6%
CSc1ccc(CNCc2c(C(=O)O)c(C)n(Cc3ccc(F)cc3Cl)c2C)cc1	-10.6%	2.0%	-0.9%	-15.1%	-1.8%	-13.5%	?
CCOC(=O)CCc1c(C)nc2c(c(C)nn2-c2ccc(C)cc2)c1C	7.7%	1.0%	-7.4%	-7.7%	-0.2%	-22.3%	3.0%
Cc1cc(C)cc(NS(=O)(=O)c2c(C)nc3scc(C)n3c2=O)c1	-13.1%	-2.1%	-1.9%	-13.3%	0.6%	/	/
O=C(c1cc(-c2ccc(Br)cc2)n[nH]1)N1CCN(S(=O)(=O)c2ccc(Br)cc2)CC1	1.8%	-0.2%	-1.0%	2.7%	-4.2%	0.0%	4.1%
Cc1ccc(CNC(=O)c2cccc(NC(=O)N3CCSc4ncccc43)c2)cc1	1.6%	3.1%	-1.5%	14.4%	-2.1%	3.4%	-22.2%
CCCc1nn2c(=O)cc(COC(=O)CNC(=O)COc3ccc(C)cc3)nc2s1	8.2%	0.3%	-2.9%	-31.0%	1.5%	-2.9%	12.7%
Cc1ccc(C(=O)Nc2cccc(-c3nc4ccccc4o3)c2)c(Cl)c1	-15.9%	0.8%	7.8%	6.0%	3.1%	/	/
COc1cc(CN(C(=O)c2ccc(OC(C)C)cc2)c2ccccn2)cc(OC)c1OC	-0.6%	-2.3%	0.0%	2.2%	-4.8%	-4.3%	15.9%
Cn1cc(-c2cc3n(n2)CCC(=O)N3CCCC(=O)NCc2ccccc2Cl)c2ccccc21	-7.0%	1.3%	-0.1%	-1.2%	0.7%	-3.2%	-25.1%
CCc1nn(-c2ccccc2)c2nc(-c3ccc(O)cc3)c3cc(OC)c(OC)cc3c12	5.1%	0.6%	-0.1%	-12.3%	2.2%	/	/
O=C1CCSC2(C(=O)N(Cc3ccccc3)c3ccccc32)N1c1ccccc1 (stereo unspecified)	13.0%	-0.1%	-0.5%	3.5%	0.1%	-5.9%	6.4%

Copied from the listing (2 entries):
SMILES	p53null 32C kill	B2AR arrestin ag	TSG101-PTAP inh	p53null 39C tox	GALK inh	FH mod	NTMT1 inh
CCOC(=O)CCc1c(C)nc2c(c(C)nn2-c2ccc(C)cc2)c1C	7.7%	1.0%	-7.4%	-7.7%	-0.2%	-22.3%	3.0%
Cc1cc(C)cc(NS(=O)(=O)c2c(C)nc3scc(C)n3c2=O)c1	-13.1%	-2.1%	-1.9%	-13.3%	0.6%	/	/

(cont.)
SMILES	p53null 32C kill	B2AR arrestin ag	TSG101-PTAP inh	p53null 39C tox	GALK inh	FH mod	NTMT1 inh
O=C(Nc1cccc(Cl)c1Cl)c1ccc2c(c1)N(Cc1cccc(Cl)c1)C(=O)c1ccccc1S2=O (stereo unspecified)	18.4%	-1.6%	1.2%	23.0%	0.0%	?	5.8%
Cc1ccc(C(=O)N2CCn3c4c(c5cc(C)ccc53)CCCC42)cc1 (stereo unspecified)	8.9%	0.7%	0.0%	-12.6%	6.0%	-16.4%	-0.7%
CCOc1ccc(CCNC(=O)CN2CCN(Cc3ccc(F)cc3Cl)C2=O)cc1OCC	-0.7%	-1.3%	-4.2%	-8.3%	-6.5%	-6.2%	?
CC1(c2ccccc2)CC(C)(C)N(C(=O)c2cccc(Cl)c2)c2ccccc21 (stereo unspecified)	30.6%[activator]	0.4%	1.1%	8.8%	0.9%	-18.0%	1.5%
CN1C(=O)c2ccccc2Sc2ccc(NC(=O)N3CCN(c4ccc(F)cc4)CC3)cc21	12.9%	-1.7%	-6.3%	60.9%[activator]	-2.2%	-23.3%	4.9%
COc1ccc2c(CNC3CCC(C)CC3)c(C(=O)O)n(Cc3ccc(F)cc3)c2c1 (stereo unspecified)	-9.2%	-0.7%	-2.7%	?	-1.6%	?	9.1%
CCc1ccc(NS(=O)(=O)c2ccc3[nH]cc(C(=O)NCCCOC(C)C)c(=O)c3c2)cc1	-7.1%	-0.2%	0.7%	-1.1%	0.0%	3.8%	10.8%
O=C(CSc1nc(-c2ccccc2F)nc2cc(=O)[nH]n12)Nc1cccc(C(F)(F)F)c1	1.8%	-0.2%	-4.4%	-8.2%	1.1%	-9.1%	?
O=C(O)c1ccc(NC(=O)c2cc3ccccc3o2)cc1	12.6µM*	-0.2%	-3.9%	?	-0.6%	-21.0%	-10.4%
Cc1cccc(NC(=O)Cn2c(=O)n(CCc3ccccc3)c(=O)c3sc4ccccc4c32)c1	-13.7%	-0.1%	0.8%	-5.6%	5.5%	0.3%	18.0%
Cc1nnc(N2CCC(C(=O)NCCc3ccccc3)CC2)c2nn(-c3ccccc3)c(C)c12	25.1%	0.9%	3.3%	6.7%	-0.2%	-8.9%	-11.4%
CCOCCCNC(=O)c1cc(Sc2cccc(Cl)c2)nc2ccccc12	-2.8%	-0.6%	-3.4%	18.9%	-1.6%	-17.4%	-5.6%
O=C(c1ccc(F)cc1)c1cn(Cc2ccccc2F)c2cc3c(cc2c1=O)OCCO3	0.4%	0.4%	0.6%	-14.2%	0.0%	-12.1%	-0.9%
Cc1ccc(CNc2cc(C)nc3nc(-c4cccc(C)c4)nn23)cc1	19.6%	2.7%	9.3%	-1.5%	3.3%	?	?
CCOC(=O)c1cc(-c2ccc(C)cc2)n(CCC(=O)Nc2ccc(OC)c(OC)c2)c1C	45.2%[activator]	1.5%	-6.0%	45.4%[activator]	-10.0%	?	15.0%
CCOC(=O)c1c(C)[nH]c(C)c1S(=O)(=O)N(C)CC(=O)NCc1cccc(Br)c1	-0.6%	-0.8%	-3.5%	-4.9%	-2.7%	-2.3%	-20.4%
CCN(CC)CCCNc1oc(-c2ccc(OC)cc2)nc1C#N	-10.9%	-1.5%	-0.2%	28.3%	0.6%	-6.4%	7.3%
CCOC(=O)c1ccc(NC(=O)CSc2nnc(-c3ccncc3)n2-c2ccccc2)cc1	9.0%	3.2%	0.8%	-0.6%	-2.0%	6.9%	-0.9%
CCc1ccc(OCC(=O)Nc2ncn[nH]2)c(Br)c1	2µM*	1.2%	0.2%	1.26µM*	-1.8%	1.9%	-9.4%
Cc1ccc(N2C(=O)c3[nH]nc(-c4ccc(Cl)cc4)c3C2c2ccc(F)cc2)cc1 (stereo unspecified)	57.2%[activator]	-2.3%	-10.6%	?	8.3%	?	3.8%
COc1ccccc1CNC(=O)c1ccc2nc(CCc3ccccc3)oc2c1	12.0%	0.3%	2.1%	36.1%[activator]	-2.4%	-3.3%	0.7%
COc1ccc(NC(=O)c2ccc3c(c2)CCN3S(=O)(=O)c2ccc(C)cc2)cc1Cl	-4.0%	5.4%	-5.3%	-11.2%	-2.1%	-20.2%	4.0%
COc1ccc(-c2nc3ccccc3n2Cc2ccccc2)cc1	8.6%	1.1%	0.3%	?	-12.3%	-18.4%	-4.9%
COc1cccc(CNS(=O)(=O)c2ccc3[nH]c4c(c3c2)CCCCC4)c1	25.1%	-1.1%	-9.8%	30.7%[activator]	2.1%	?	?
COc1ccc(OCCn2c(C)nc3cc(C)c(C)cc32)cc1	-15.7%	-3.3%	-4.7%	-8.5%	0.0%	5.7%	-1.5%
CCOc1ccc(CCNC(=O)c2c(C)oc3ncnc(N4CCOCC4)c23)cc1	-6.9%	-0.3%	-4.4%	-15.5%	-7.9%	2.2%	-9.5%

An excerpt; rates above refer to the full screens.
